Mito fusion act – blocks mitochondrial division or promotes mitochondrial fusion | S. cerevisiae fusion-defective mutant growth rescue, CellTiterGlo 48 h | AID 485298 | Potency, µM (titrated, usually from 46.1 µM), for inactives: at the highest dose growth rescue (activation), actives largely listed as activators | 320,000 compounds, 0.23% hits;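 also: potency is read from the fitted curve at half-maximal effect; % of control where 0% means no effect; nearly all actives have a fitted effect of over 45% in size; temperature-sensitive fusion mutants such as fzo1-1 at 37 °C on non-fermentable ethanol glycerol medium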
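Luminescent cell viability in 1536-well qHTS format served as the measure of rescued growth in ts fusion-mutant S. cerevisiae cultured on non-fermentable YPEG for 48 hours at 37C.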
FLuc counter – counter-screen for miR-21 project: firefly luciferase inhibitors or activators. 360,000 compounds, 6.9% hits. purified FLuc, Km substrates, luminescence inhibition. AID 588342. P08659. Potency, µM (highest dose often 57.5 µM), for the others: at the top dose activity change, negative = inhibition, actives largely listed as inhibitors;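 also: potency is read from the fitted curve at half-maximal effect; plate controls were vehicle for no effect and reference inhibitor for full effect; nearly all actives have a fitted effect of over 55% in size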
Target sequence (P08659 whole entry, looked up): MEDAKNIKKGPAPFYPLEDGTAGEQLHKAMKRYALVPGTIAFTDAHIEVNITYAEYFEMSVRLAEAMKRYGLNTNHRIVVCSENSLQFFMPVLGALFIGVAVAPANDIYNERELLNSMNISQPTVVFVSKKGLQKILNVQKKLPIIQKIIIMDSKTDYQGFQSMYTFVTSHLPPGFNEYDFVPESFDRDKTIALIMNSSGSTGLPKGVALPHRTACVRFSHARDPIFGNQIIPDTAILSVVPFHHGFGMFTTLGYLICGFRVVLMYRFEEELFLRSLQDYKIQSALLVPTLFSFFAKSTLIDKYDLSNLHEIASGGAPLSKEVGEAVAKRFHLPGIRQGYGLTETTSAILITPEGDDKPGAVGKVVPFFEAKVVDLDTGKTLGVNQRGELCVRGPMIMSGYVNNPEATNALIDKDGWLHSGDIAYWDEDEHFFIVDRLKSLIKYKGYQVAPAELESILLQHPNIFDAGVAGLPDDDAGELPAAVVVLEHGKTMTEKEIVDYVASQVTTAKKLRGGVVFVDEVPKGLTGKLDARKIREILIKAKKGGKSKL
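Purified P. pyralis luciferase, 10 nM final, with Km-level 10 uM D-luciferin and 10 uM ATP in 50 mM Tris acetate pH 7.5, 10 mM Mg acetate, 0.01% Tween-20, 0.05% BSA; 6-point qHTS titration about 60 µM downward; luminescence read.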
Rab9 prom act – activates the Rab9 promoter. Huh7 Rab9 promoter-luciferase reporter, luminescence, 24 h. Potency, µM (highest dose often 9.22 µM), for inactives: at the top dose activation, negative = inhibition, actives largely listed as activators. 320,000 compounds, 2.8% hits. AID 485297; also: potency is read from the fitted curve at half-maximal effect; % of control where 0% means no effect; nearly all actives have a fitted effect of over 60% in size
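Rab9 promoter-driven luciferase in stably transfected Huh7 cells; 1500 cells/well rested 2 h, exposed to compound in DMSO for 24 h at 37 °C, 5% CO2. Luminescence read 10 min after adding luciferase reagent at ambient temperature.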
ELG1 DNA repair – ELG1-dependent DNA repair inhibition | HEK293T ELG1-luciferase reporter, luminescence, 16 h; DNA damage induced by 5-fluorouridine | Potency, µM (series often up to 46.1 µM), without a hit: at the highest dose activity change, negative = inhibition, most hits filed as inhibitors | 330,000 compounds, 2.3% hits | AID 504467; also: potency is read from the fitted curve at half-maximal effect; % is scaled to controls: 0 for no effect and ±100 for the full control effect; nearly all actives have a fitted effect of over 55% in size
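Quantitative HTS, concentration-response format. 2,000 cells/well co-treated with 5-fluorouridine and compound, 16 hr in 5% CO2 at 37 °C; ONE-Glo luminescence read after 30 min.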
MBNL1-CUG inh – inhibitors of human MBNL1 binding to CUG repeat RNA | Q9NR56 | TR-FRET MBNL1-His/biotin-(CUG)12 binding, 665/545 ratio | Potency, µM (highest dose often 57.5 µM), without a hit: at the top dose activity change, negative = inhibition, usual class: inhibitors | 280,000 compounds, 0.036% hits; active = well fitted inhibition curve with a large enough effect in the signal ratio, with a control signal flat, not every such curve was filed as active; inconclusive = small, poorly fitted or top-dose-only effect, or effect the other way, or a change in a side signal; inactive = no such curve, though single readings can be large or run the other way; the % refers to the signal ratio; also: potency is read from the fitted curve at half-maximal effect; % is scaled to controls: 0 for no effect and ±100 for the full control effect
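MBNL1-His + Biotin-(CUG)12, cpd titration 92 nM–58 uM; Tb anti-His Ab 0.055 ng/ul, SA-XL665 5 nM (final); 60 min RT; ratiometric 665/545 nm, Ex 340 nm; normalized to buffer and full-complex controls.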
PKM2 act – increases activity of human pyruvate kinase M2; 260,000 compounds, 0.34% hits; P14618; purified PKM2, Kinase-Glo ATP luminescence, activation; response scale: 0% is enzyme alone, no compound; AID 1631; Potency, µM (highest dose often 57.5 µM), for inactives: top-dose activation, actives largely listed as activators; also: potency is read from the fitted curve at half-maximal effect; % is scaled to controls: 0 for no effect and ±100 for the full control effect; nearly all actives have a fitted effect of over 55% in size
Target sequence (P14618 whole entry, looked up): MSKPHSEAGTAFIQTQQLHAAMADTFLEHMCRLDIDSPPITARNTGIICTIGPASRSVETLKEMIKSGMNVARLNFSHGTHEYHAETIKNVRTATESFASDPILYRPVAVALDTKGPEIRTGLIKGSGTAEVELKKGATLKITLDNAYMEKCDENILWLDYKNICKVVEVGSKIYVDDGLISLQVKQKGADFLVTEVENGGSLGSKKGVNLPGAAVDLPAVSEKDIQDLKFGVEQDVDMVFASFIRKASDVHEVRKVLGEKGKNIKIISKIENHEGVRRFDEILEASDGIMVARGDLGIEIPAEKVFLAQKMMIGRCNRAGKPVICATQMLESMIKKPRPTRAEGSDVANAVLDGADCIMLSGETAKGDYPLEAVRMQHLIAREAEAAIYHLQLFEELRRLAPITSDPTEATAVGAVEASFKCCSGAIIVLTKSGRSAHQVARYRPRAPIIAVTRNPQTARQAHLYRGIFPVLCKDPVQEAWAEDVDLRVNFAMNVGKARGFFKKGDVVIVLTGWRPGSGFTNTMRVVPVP
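hPK-M2, >95% pure; 0.1 mM ADP / 0.5 mM PEP final; imidazole pH7.2 buffer w/ 7 mM MgCl2, 50 mM KCl; 1 h RT; Kinase-Glo lum. Intermediate enzyme activity for dual inhibitor/activator qHTS.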
RORg inh – blocks mouse ROR gamma transcriptional activity; P51450; Drosophila S2 Gal4-RORgamma UAS-luciferase reporter, 20 h; Potency, µM (doses to about 53.6 µM), for the others: top-dose activity change, negative = inhibition, actives largely listed as inhibitors; 310,000 compounds, 5.4% hits; AID 2551; also: potency is read from the fitted curve at half-maximal effect; % is scaled to controls: 0 for no effect and ±100 for the full control effect; nearly all actives have a fitted effect of over 60% in size
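Using a luciferase readout, inhibitors were identified by reduced reporter activity in Drosophila cells coexpressing a copper-inducible Gal4–ROR gamma fusion and UAS-driven Photinus luciferase, incubated 20 hr after 700 uM copper sulfate.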
VP16 counter – inhibits Gal4-VP16 luciferase reporter, ROR gamma counter-screen; Potency, µM (series often up to 53.6 µM), for inactives: at the highest dose activity, negative = inhibition, hits mostly inhibitors; 310,000 compounds, 3.5% hits; AID 2546; Drosophila S2 Gal4-VP16 UAS-luciferase, luminescence, 20 h;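 also: Gal4-VP16 expression switched on by copper sulfate through the metallothionein promoter; potency is read from the fitted curve at half-maximal effect; % is scaled to controls: 0 for no effect and ±100 for the full control effect; nearly all actives have a fitted effect of over 50% in size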
NPC1 prom act – activates the NPC1 promoter; Potency, µM (top dose mostly 9.22 µM), without a hit: at the top dose activation, most hits filed as activators; Huh7 NPC1 promoter luciferase reporter, 24 h; AID 485313; 320,000 compounds, 2.4% hits;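 also: potency is read from the fitted curve at half-maximal effect; % of control where 0% means no effect; nearly all actives have a fitted effect of over 60% in size; reporter is driven by a mutant NPC1 promoter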
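Stable NPC1-promoter luciferase Huh7 line; cpd (DMSO) 24 h, 37 °C, 5% CO2; Amplite luciferase reagent 10 min RT; luminescence readout. qHTS format.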
Menin MLL FP TR – inhibitors of human menin-MLL interaction, mutant MLL peptide. O00255. Menin + Texas Red MLL mutant peptide, fluorescence polarization. Potency, µM (highest dose often 61.6 µM), for the others: at the top dose FP activity change, negative = inhibition, actives largely listed as inhibitors. 270,000 compounds, 0.23% hits. AID 1768; active = well fitted inhibition curve with a large enough effect in the polarisation, with a control signal flat, not every such curve was filed as active; inconclusive = small, poorly fitted or top-dose-only effect, or effect the other way, or a change in a side signal; inactive = no such curve, though single readings can be large or run the other way; the % refers to the polarisation; also: potency is read from the fitted curve at half-maximal effect; % of control where 0% means no effect; many of its hits are not listed in these tables
KCNH2 3.1 inh – KCNH2 3.1 (human) potassium channel inhibition. U2OS KCNH2 3.1, thallium flux FluxOr; stronger effect = lower value. activity change, % (tested at about 1.8 µM). 340,000 compounds, 0.95% hits;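 active = maximum activity change below -70%; inconclusive = maximum activity change from -70% to -50%; inactive = maximum activity change above -50%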;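 also: thallium influx rate constant from kinetic fluorescence after stimulation buffer; % is scaled to controls: 0 for no effect and ±100 for the full control effect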
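Thallium flux via FluxOr fluorescence (Red40 quencher, 45 min loading) in U2OS cells virally expressing the KCNH2 3.1 isoform (1.77 x 10^8 /mL virus, overnight at 37 C). Rate constants from 2-min kinetic reads post-stimulation, normalised to positive and negative controls.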
* = called active by the depositor; ? = inconclusive; / = no result given; & = joins results of further samples; [ ] = another dose, or the depositor's remark. Unless noted, calls follow the shape of the dose curve; as a rule, active = well fitted curve in the direction sought with a large enough effect; inconclusive = small, poorly fitted or top-dose-only effect, or another doubt; inactive = no such curve, though single readings can be large; an effect the other way counts as inactive or inconclusive. Some of the compounds tested. The share of hits here may be higher or lower than overall.

SMILES	Mito fusion act	FLuc counter	Rab9 prom act	ELG1 DNA repair	MBNL1-CUG inh	PKM2 act	RORg inh	VP16 counter	NPC1 prom act	Menin MLL FP TR	KCNH2 3.1 inh
COc1ccc(CCNC(=O)c2ccc(OC)c(OC)c2)cc1OC	1%	2%	-1%	14%	-4%	0%	-8%	16%	1%	-19%	-6
COCCCNC(=O)CCc1nc(-c2ccccc2)no1	-1%	-8%	11%	16%	2%	2%	?	0%	4%	-19%	5
Cc1ccn2c(=O)nc(SCC(=O)N3CCN(c4ccccc4)CC3)nc2c1	3%	4%	-4%	-3%	/	/	/	/	0%	/	2
CN1CCN(Cc2nc(Cc3cccc(F)c3)no2)CC1c1ccccc1 (stereo unspecified)	-10%	-1%	-3%	0%	6%	-3%	13%	-4%	-1%	-10%	11
CCOc1ccc(NC(=O)CN(C)C(=O)CCCc2nc3ccccc3c(=O)[nH]2)cc1OCC	1%	-1%	0%	13%	/	/	/	/	-1%	/	3
O=C(COC(=O)c1ccccc1Cl)Nc1cccnc1Cl	3%	?	0%	-25%	/	/	/	/	0%	/	22
COC(=O)/C(=C/c1cn(C(C)=O)c2ccccc12)[N+](=O)[O-]	0%	3%	12%	1%	-2%	-1%	-8%	4%	-2%	/	4
N#Cc1c(N)nc(SCc2ccccc2)c(C#N)c1-c1ccco1	8%	-18%	4%	?	72%[activator]	-4%	?	7.9µM*	-1%	?	-24
Cc1sc2ncnc(Sc3ccccc3C(=O)Nc3ccc(Br)cc3)c2c1C	?	-20%	-2%	?	145%[activator]	-3%	10µM*	8.9µM*	4%	?	-19
NC(=O)c1ccccc1NC(=O)Nc1cccc(Cl)c1	3%	15µM*	-8%	8%	-4%	-7%	?	5%	1%	?	3
O=C(COc1ccccc1)Nn1cnc2ccccc21	-1%	-9%	3%	2%	-13%	-5%	20%	-5%	0%	-5%	14
Cc1ccc(SCc2c(C(=O)N/N=C/C3CC=CCC3)nnn2-c2nonc2N)cc1 (stereo unspecified)	4%	-1%	0%	?	-15%	-2%	-43%	-5%	3%	/	1
Cc1nc(NC(=O)COc2ccccc2)sc1C(=O)Nc1ccccc1	3%	-1%	2%	4%	?	5%	-3%	-15%	1%	?	-14
COc1ccc(NC(=O)c2ccco2)cc1NC(=O)COc1ccccc1	2%	?	17%	-30%	-1%	0%	44%	0%	-2%	5%	5
CC1CN(C(=O)c2cc3ccccc3oc2=O)CC(C)O1 (stereo unspecified)	-2%	3%	3%	-9%	-9%	4%	-13%	-3%	-4%	-5%	6
COc1ccc(CNC(=O)COC(=O)/C=C/c2ccco2)cc1	-12%	-8%	0%	6%	?	4%	2%	-14%	0%	-4%	3
COc1cccc(-c2ncc3ccccc3c2COC(=O)CCC(=O)O)c1	2%	-1%	-3%	6%	/	/	/	/	1%	/	-14
COc1ccc(Cn2ccnc2SCC(=O)NC2CCCC2)cc1	-8%	8%&-5%	1%	-6%	-1%	5%	-19%	8%	-2%	/	3
OCCN1CCN(C(=S)Nc2ccc(Oc3ccccc3)cc2)CC1	-1%	2%	1%	-1%	-2%	-9%	1%	-3%	1%	-28%	1
Cc1ccc(S(=O)(=O)NC(C)(C)CN2CCCCC2)cc1	-3%	2%	-1%	-3%	-2%	2%	-1%	-7%	-4%	-17%	-3
COc1ccc(CCNS(=O)(=O)c2ccc(C3CNC(=O)C3)cc2)cc1OC (stereo unspecified)	3%	3%	-5%	-19%	-2%	-16%	-26%	3%	-8%	0%	-7
Cc1c(NS(=O)(=O)c2ccccc2F)c(=O)n(-c2ccccc2)n1C	-32%	-2%	-2%	?	-12%	/	-19%	-9%	3%	/	-2
COc1ccc(CNC(=O)C2CCCN2S(=O)(=O)c2ccc(C)cc2)cc1 (stereo unspecified)	1%	-2%	3%	?	0%	-5%	11%	3%	-4%	-24%	0
C/C(=N\N=C(/N)SC1CC(=O)N(c2ccc(Cl)cc2)C1=O)c1cccs1 (stereo unspecified)	10%	-18%	-4%	2%	7%	1%	13µM*	?	-4%	?	3
CC(=O)c1c(C)[nH]c(-c2ccccc2)c1C	4%	?	-5%	15%	-9%	3%	-20%	?	2%	-9%	1

Six compounds out of the list, arranged by count of non-hydrogen atoms, smallest number first.
SMILES	Mito fusion act	FLuc counter	Rab9 prom act	ELG1 DNA repair	MBNL1-CUG inh	PKM2 act	RORg inh	VP16 counter	NPC1 prom act	Menin MLL FP TR	KCNH2 3.1 inh
CC(=O)c1c(C)[nH]c(-c2ccccc2)c1C	4%	?	-5%	15%	-9%	3%	-20%	?	2%	-9%	1
NC(=O)c1ccccc1NC(=O)Nc1cccc(Cl)c1	3%	15µM*	-8%	8%	-4%	-7%	?	5%	1%	?	3
COC(=O)/C(=C/c1cn(C(C)=O)c2ccccc12)[N+](=O)[O-]	0%	3%	12%	1%	-2%	-1%	-8%	4%	-2%	/	4
COc1ccc(CNC(=O)COC(=O)/C=C/c2ccco2)cc1	-12%	-8%	0%	6%	?	4%	2%	-14%	0%	-4%	3
COc1ccc(Cn2ccnc2SCC(=O)NC2CCCC2)cc1	-8%	8%&-5%	1%	-6%	-1%	5%	-19%	8%	-2%	/	3
OCCN1CCN(C(=S)Nc2ccc(Oc3ccccc3)cc2)CC1	-1%	2%	1%	-1%	-2%	-9%	1%	-3%	1%	-28%	1

Additional results.
SMILES	Mito fusion act	FLuc counter	Rab9 prom act	ELG1 DNA repair	MBNL1-CUG inh	PKM2 act	RORg inh	VP16 counter	NPC1 prom act	Menin MLL FP TR	KCNH2 3.1 inh
Cc1ccc(N2CC(C(=O)NCc3cccnc3)CC2=O)cc1 (stereo unspecified)	-4%	-2%	-2%	-3%	-9%	-1%	?	12%	0%	-1%	-12
Nc1nnc(CC(=O)N/N=C\c2ccc(-c3cccc(Cl)c3)o2)s1	-8%	?	-8%	-15%	?	10%	5%	-1%	2%	/	-3
O=C(CSc1nnc(NC(=O)C2CCC2)s1)NC1CC1	-4%	2%	-8%	6%	-3%	-5%	10%	1%	-3%	22%	0
CN1/C(=N\O)c2cccc3cccc1c23	3%	?	3%	?	11%	0%	4%	0%	1%	24%	-2
O=C(NCc1ccccc1)c1onc(CSc2ccc(Cl)cc2)c1C(=O)NCc1ccccc1	10%	1%	-4%	-5%	0%	-2%	37%	-2%	-4%	/	-14
ClC(Br)=C(n1cnc2ccccc21)n1cnc2ccccc21	-4%	-1%	-3%	-18%	6%	-1%	-12%	2%	1%	-3%	-8
COc1ccc(CN2C(=O)CS/C2=N/N=C/c2cccs2)cc1	3%	17µM*	11%	-12%	-4%	-1%	7%	-11%	-16%	/	0
CCNC(=S)Nc1cc(OCC)c(NC(=O)c2cccs2)cc1OCC	-10%	1%	-4%	0%	-7%	-10%	11µM*	?	-4%	-2%	-11
CCn1c(SCC(=O)NCc2ccccc2)nc2nc3c(cc2c1=O)CCCC3	-2%	4%	-2%	?	-5%	0%	0%	1%	0%	-4%	2
COc1ccc(-c2nnc(Nc3nc4c(OC)cccc4s3)o2)c(OC)c1	-2%	9.5µM*	2%	-8%	80%[activator]	8%	1.6µM*	?	0%	23%	-16
O=C(NCCN1CCOCC1)c1sc2ccccc2c1Cl	-1%	-16%	16%	?	12%	-3%	-12%	28%	13%	-7%	7
O=C(CSc1nnc(-c2cccc(F)c2)o1)N1CCOCC1	0%	-12%	?	7%	0%	4%	-2%	-20%	19%	3%	-19
N#Cc1ccc(CSc2nnc(-c3ccncc3)o2)cc1	-19%	0%	-1%	?	-4%	1%	-21%	4%	2%	-11%	-8

Compound activity (PubChem BioAssay)
